# NadD block – blocks S. aureus nicotinate mononucleotide adenylyltransferase. purified NadD enzyme, colorimetric absorbance read-out. AID 602399. actives 0.78% (n = 360,000). inhibition, % at 20 µM; in the data active means inhibition above about 26%; further: some compounds past the cut are filed as inactive
# Neddyl block – inhibitors of human cullin neddylation; AID 651699; actives 0.58% (n = 360,000); calls only at 25 µM; P61081+Q13564; TR-FRET cullin neddylation, biochemical; in the data active means inhibition above about 36%
# Target sequence (P61081 whole entry, looked up): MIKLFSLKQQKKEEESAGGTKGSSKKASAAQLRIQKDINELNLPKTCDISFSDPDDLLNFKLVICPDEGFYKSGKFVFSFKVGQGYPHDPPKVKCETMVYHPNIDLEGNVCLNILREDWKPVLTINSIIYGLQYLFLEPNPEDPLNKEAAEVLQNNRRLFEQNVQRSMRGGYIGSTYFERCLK
# Target sequence (Q13564 whole entry, looked up): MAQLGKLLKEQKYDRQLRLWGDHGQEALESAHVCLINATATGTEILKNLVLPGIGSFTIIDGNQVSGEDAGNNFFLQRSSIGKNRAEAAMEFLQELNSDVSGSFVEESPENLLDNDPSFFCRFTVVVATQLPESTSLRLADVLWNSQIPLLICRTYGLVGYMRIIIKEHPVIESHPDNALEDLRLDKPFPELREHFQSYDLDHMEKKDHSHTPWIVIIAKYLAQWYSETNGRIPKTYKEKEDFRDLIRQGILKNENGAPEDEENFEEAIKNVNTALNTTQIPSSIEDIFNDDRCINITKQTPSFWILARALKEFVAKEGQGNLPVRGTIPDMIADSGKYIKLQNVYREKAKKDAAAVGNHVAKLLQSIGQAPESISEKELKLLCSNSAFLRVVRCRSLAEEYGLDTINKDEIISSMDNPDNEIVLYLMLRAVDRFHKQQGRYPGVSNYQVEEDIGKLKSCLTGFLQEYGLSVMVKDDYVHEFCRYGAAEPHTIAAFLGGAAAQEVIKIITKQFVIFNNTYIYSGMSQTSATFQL
# DNMT1 inh – DNMT1 (human) enzyme inhibition; P26358; AID 588458; actives 0.83% (n = 360,000); DNMT1 molecular beacon, Hinp1I cleavage, fluorescence; inhibition (reported as % activation of signal), % at 10 µM; in the data active means inhibition above about 50%
# Scp1 inh – inhibitors of human Scp-1 phosphatase; Q9GZU7; Recombinant Scp1, phosphopeptide, malachite green phosphate absorbance; inhibition, % at 20 µM; actives 0.88% (n = 340,000);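 active means inhibition above about 50% at 20 µM, limit read from the data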;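 further: plate controls were DMSO wells with enzyme for no effect and wells lacking enzyme for full effect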
#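 Times: enzyme reaction 45 min at room temperature, colour 5 min, stabilisation 30 min. Material: SCP-1 catalytic fragment, aa 76-261. Medium: Acidic Tris acetate buffer with magnesium and detergent. Signal: colorimetric free-phosphate detection, absorbance 630 nm. Read-out basis: % inhibition of SCP-1 phosphate liberation. Reagent: Phosphorylated 17-residue peptide substrate.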
# SUMO1 PPI mod – alters human SUMO1 binding to SIM partners. P63165. inhibition, % at 20 µM. SUMO1 binding to a labelled peptide, TR-FRET, 1 h. actives 0.33% (n = 360,000); in the data active means inhibition above about 37%
# Target sequence (P63165 whole entry, looked up): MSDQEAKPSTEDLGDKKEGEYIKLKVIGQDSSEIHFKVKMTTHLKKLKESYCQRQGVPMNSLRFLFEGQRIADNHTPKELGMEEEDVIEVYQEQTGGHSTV
# NRP1-CendR mod – modulators of CendR peptide binding to human neuropilin-1; AID 602438; FAM-RPARPAR peptide binding to NRP-1, fluorescence polarization; actives 0.85% (n = 360,000); inhibition, % at 25 µM;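 active means inhibition or corrected inhibition above about 18%, plus a signal ratio from 0.5 to 1.5, limit read from the data, passing the limit was not always enough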; further: strong numbers were not always called active
# LMPTP inh – blocks human LMPTP phosphatase; P24666; inhibition, % at 20 µM; AID 651560; recombinant LMPTP-A, OMFP fluorogenic substrate, fluorescence intensity; actives 0.22% (n = 360,000);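 active means compounds that cut the enzyme signal by at least half of the control window in the single-dose screen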;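 further: plate controls were DMSO wells with enzyme plus substrate for no effect and substrate without enzyme for full effect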
# Target sequence (P24666 whole entry, looked up): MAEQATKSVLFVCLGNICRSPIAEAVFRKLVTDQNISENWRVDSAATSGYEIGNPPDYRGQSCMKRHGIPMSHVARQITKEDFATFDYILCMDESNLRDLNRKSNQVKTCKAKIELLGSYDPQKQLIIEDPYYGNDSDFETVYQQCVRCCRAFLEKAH
#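 material = LMPTP-A | quantity = 0.625 nM enzyme | reagent = OMFP substrate, 400 µM final | buffer or medium = Bis-Tris pH 6.0, DTT, detergent | detection = endpoint fluorescence intensity from OMFP dephosphorylation | dosing = single 20 µM dose | read-out basis = % inhibition relative to no-enzyme and uninhibited control wells | control set = no-enzyme and uninhibited controls | timing = 50 min at room temperature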
# STEP inh – STEP (human) phosphatase inhibition; P54829; recombinant STEP, OMFP fluorogenic substrate, fluorescence; inhibition, % at 20 µM; actives 0.25% (n = 360,000);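 active means inhibition at 20 µM, scaled per plate between control wells, above about 37%, limit read from the data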;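 further: 0% = DMSO with enzyme and substrate and 100% = substrate only without enzyme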
#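 Assay system: isolated STEP enzyme. Buffer or medium: pH 6.0 Bis-Tris with DTT and Tween 20. Also added: fluorogenic phosphatase substrate OMFP at 25 µM final. Dosing: 20 µM, 1% DMSO. Timing: 20 min reaction, room temperature, in the dark. Measured by: fluorescence intensity, excitation 480 nm, emission 540 nm. Evaluation: normalized % inhibition.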
# Tb MetRS inh – Trypanosoma brucei MetRS inhibition; purified T. brucei MetRS, ATP depletion, Kinase-Glo luminescence; inhibition, % at 11.9 µM; actives 0.4% (n = 360,000); AID 624268;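 active means inhibition above a per-plate cutoff of the control wells' mean inhibition plus 3 SD, cut at about 5.5% in these data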;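 further: 0% = DMSO wells median and 100% = median of wells with control inhibitor compound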
#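 assay system = parasite MetRS enzyme | timing = 15 min preincubation, 2 h reaction, all 25 °C | evaluation = percent inhibition relative to median high and low control wells | medium = HEPES buffer containing pyrophosphatase, BSA, spermine, DTT | compound = single dose, 11.9 µM final nominal, 0.9% final DMSO | detection = Kinase-Glo luminescence, ATP depletion format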
# SKN-1 inh – inhibitors of C. elegans SKN-1. inhibition, % at 21.8 µM. C. elegans VP596 Pgst-4::GFP/RFP ratio, acrylamide-induced, 24 h. actives 0.49% (n = 360,000);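 active means interference check ratio from 0.5 to 1.5 plus GFP to RFP signal ratio inhibition reaching or exceeding a fixed threshold, cut at about 30% in these data, passing the limit was not always enough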; further: some compounds called inactive have numbers as strong as hits
# * = called active by the depositor; i = inactive; · = not tested or not shown; & = joins results of further samples.
SMILES,NadD block,Neddyl block,DNMT1 inh,Scp1 inh,SUMO1 PPI mod,NRP1-CendR mod,LMPTP inh,STEP inh,Tb MetRS inh,SKN-1 inh
O=[N+]([O-])c1cccc(COc2ccccc2CN2CCCC2)c1,4,i,1,4,-13,9,2.6,0,0.6,-6
O=C(Nc1nsc(-c2ccccc2)n1)c1cccs1,-2,i,0,-10,0,-20,-2.0,-2,-1.1,2
CCNC(=O)NCc1c(C)c(C)n(Cc2ccccc2)c1-n1cccc1,3,i,8,0,-2,2,2.5,0,-1.6,-3
CN(C)C(=O)Cn1c(SCC(=O)NCc2ccc3c(c2)OCO3)nc2ccccc21,3,i,2,0,-2,-4,0.3,-2,-0.1,6
C=C(C)n1c(=O)n(Cc2ccccc2C)c2ccccc21,1,i,-3,-16,5,8,0.6,3,-0.1,12
O=C(CN1CCN(c2ccccn2)CC1)NC1CCCC1,-1,i,0,-11,0,2,-2.0,2,-0.3,35
CC1=NN(c2ccc(C)cc2C)C(=O)C1C(c1ccccc1)C1C(=O)N(c2ccc(C)cc2C)N=C1C (centres undefined),26,i,9,12,10,12,7.4,1,0.0,-1
COC(=O)[C@]1(C)CCC[C@@]2(C)C3CC[C@]4(OC(C)=O)C[C@@]3(CCC21)CC4=O (some centres undefined),1,i,5,4,1,1,-1.8,0,0.4,-1
CCOc1ccc(C(=O)Nc2c3c(nn2-c2ccccc2)CS(=O)(=O)C3)cc1,-1,i,1,-13,-1,7,-0.6,2,0.1,13
COC(=O)c1ccc(C(=O)OC)c(NC(=S)N2CCN(c3ccccc3)CC2)c1,-1,·,3,22,2,3,-0.4,-3,-1.7,-8
CC(=O)Nc1ccc(S(=O)(=O)N(Cc2ccco2)Cc2cc3ccccc3[nH]c2=O)cc1,6,i,-3,1,4,-6,-0.1,-2,-0.4,22
CCCCN1C(=O)C(CC(=O)NCC)SC1=Nc1ccccc1 (centres undefined),-3,i,1,5,1,-4,-1.2,-5,-1.4,-11
Cc1cc2nc(-c3cccc(Br)c3)c(Cc3ccccc3)n2c(C)c1Br,12,i,32,·,3,-9,0.7,-2,-0.9,32
O=C1CCCCC(=O)N(c2ccccc2)c2ccccc21,-4,i,9,2,0,8,-0.5,-2,-1.7,-13
COc1ccc(C2=NNC(=Nc3cc(S(=O)(=O)N(C)C)ccc3C)SC2)c(OC)c1,12,i,-16,-5,-2,-12,2.5,-2,-0.4,17
Cc1ccc(NC(=O)c2ccccc2N(C)S(=O)(=O)c2ccccc2)c(C)c1,2,i,1,-30,-1,4,-0.4,-2,-0.9,-9
CN(c1ccc(C(=O)N2CCCCCC2)cc1)S(=O)(=O)c1ccccc1,-1,i,3,-5,5,1,-0.6,2,-0.2,10
Cc1ccc(C)c(S(=O)(=O)N2CCCCC2CCNC(=O)C(=O)NCc2ccncc2)c1 (centres undefined),-4,i,-6,1,1,7,-0.4,-1,-0.4,-3
CC1(C(=O)O)COC(c2ccc(Cl)cc2)OC1 (centres undefined),-5,i,-1,-9,-2,-5,-0.7,-2,-0.4,1
O=C(NCCS(=O)(=O)NC1CCCCC1)c1ccc2c(c1)OCO2,-4,i,0,-11,1,-8,-0.1,-1,-0.1,4

# Continued (2 carried over from the part before).
SMILES,NadD block,Neddyl block,DNMT1 inh,Scp1 inh,SUMO1 PPI mod,NRP1-CendR mod,LMPTP inh,STEP inh,Tb MetRS inh,SKN-1 inh
CC1(C(=O)O)COC(c2ccc(Cl)cc2)OC1 (centres undefined),-5,i,-1,-9,-2,-5,-0.7,-2,-0.4,1
O=C(NCCS(=O)(=O)NC1CCCCC1)c1ccc2c(c1)OCO2,-4,i,0,-11,1,-8,-0.1,-1,-0.1,4
N#Cc1nc(-c2ccco2)oc1N1CCN(Cc2ccccc2)CC1,-2,i,-1,1,-7,1,-2.1,-1,-0.2,8
NC(=O)Cc1nc(-c2ccc(F)cc2)cs1,1,i,-1,-11,10,2,-0.2,1,0.3,-20
CN(C)C(CNc1ncnc2sccc12)c1cccs1 (centres undefined),-5,i,2,2,1,-3,0.5,-1,-1.4,2
COc1cc2c(cc1OC)CN(C(=O)/C=C/c1cccc([N+](=O)[O-])c1)CC2,-6,i,6,-1,-24,4,-1.5,1,-0.3,-11
CCOc1cc(/C=N/NC(N)=S)cc(Br)c1OCc1ccccc1C,1,i,-8,-10,-4,8,3.1,0,-0.5,-2
COc1cc(NC(=O)COC(=O)/C=C/c2ccc(Cl)cc2Cl)cc(OC)c1,-11,i,-11,-10,2,-9,1.4,0,0.4,5
O=C1C=C(c2ccc3ccccc3c2)C[C@@H](c2ccc(Cl)cc2)C1,-3,i,-5,-13,-2,2,5.0,0,-0.2,16
COc1ccc(CNC(=O)c2c[nH]c3c(OC)cc(OC)cc3c2=O)cc1,1,i,-3,-12,13,-6,2.9,2,-0.2,1
O=C(NCc1cccs1)C1CCN(S(=O)(=O)c2ccc(Cl)cc2)CC1,0,i,2,-10,-2,6,0.2,3,-0.6,10
O=C1CC(c2ccccc2Cl)CC(O)=C1C=Nc1ccccc1 (centres undefined),-2,i,1,-16,-1,2,1.2,1,0.0,6
FC(F)(F)c1cccc(N/N=C/c2ccccc2)c1,0,i,-4,-1,8,-3,2.4,1,0.1,0
CC(C)CNC(=O)c1ccccc1-c1ccccc1C(=O)O,1,i,1,-4,1,3,-1.4,-2,-1.0,17
O=C(O)c1ccc(NCc2nc3ccccc3n2Cc2ccccc2)cc1,4,i,1,2,5,-1,1.3,1,-0.4,-7
CN(C)S(=O)(=O)c1ccc(Cl)c(NC(=O)COC(=O)CNS(=O)(=O)c2c(F)cccc2F)c1,-5,i,-2,-10,4,-7,-0.8,-2,-0.1,1
O=C(C[n+]1cc(-c2ccccc2)n2c1CCCCC2)c1ccc(Cl)cc1,3,i,0,5,1,2,-0.7,1,0.2,2
N#Cc1cnn2c1nc(N1CCOCC1)c1ccccc12,3,i,8,7,3,4,-1.7,0,-1.2,-4
COc1ccc(Nc2ccccc2NC(=O)c2ccccc2Br)cc1,1,i,-7,0,-1,-20,1.8,6,0.0,2
CC(NC(=O)c1cccc(F)c1)C1CC2CCC1C2 (centres undefined),-5,i,-3,-3,-8,8,-0.8,2,-0.2,12
Nc1nonc1OCCOCCOCCOc1nonc1N,-2,i,-5,-4,-2,-13,-0.4,-1,0.7,3
O=C(Oc1ccccc1/C=C\C(=O)c1cc2ccccc2o1)c1cccc(F)c1,-11,i,5,-13,-5,7,2.7,3,0.5,3

# A few values from above.
# LMPTP inh with `CC(NC(=O)c1cccc(F)c1)C1CC2CCC1C2` (centres undefined) = -0.8
# Scp1 inh with `COc1cc(NC(=O)COC(=O)/C=C/c2ccc(Cl)cc2Cl)cc(OC)c1` = -10
# STEP inh with `COc1ccc(Nc2ccccc2NC(=O)c2ccccc2Br)cc1` = 6

# Next part:
SMILES,NadD block,Neddyl block,DNMT1 inh,Scp1 inh,SUMO1 PPI mod,NRP1-CendR mod,LMPTP inh,STEP inh,Tb MetRS inh,SKN-1 inh
O=C(NCc1ccco1)C1CC2CCC1C2 (centres undefined),-1,i,5,9,3,-18,0.1,0,-0.4,2
Cc1cccc(N2CC(C(=O)Nc3nnc(SCC(=O)NCC4CCCO4)s3)CC2=O)c1 (centres undefined),8,i,-2,2,4,-40,1.6,0,-0.3,3
Nc1c(C2=NCCO2)nnn1Cc1ccccc1,-7,i,7,-8,-1,-6,-1.0,-9,0.1,11
CN(c1ccc(F)cc1)S(=O)(=O)c1ccc2[nH]cc(C(=O)O)c(=O)c2c1,-1,i,22,21,7,-1,5.9,4,-0.3,-3
Cc1[nH]c(=O)[nH]c(=O)c1CSc1nnc([C@H](CC(C)C)NC(=O)OC(C)(C)C)o1,2,i,1,4,-2,-14,-0.6,-8,-0.2,13
N#Cc1nc(COc2ccccc2F)oc1NCCCn1ccnc1,2,i,-2,-5,0,-5,-0.7,1,-0.3,-14
CCc1ccc(C(=O)CSc2nnc(C3CC3)n2C2CC2)cc1,5,i,4,-2,-4,4,-0.8,0,-0.2,4
CCC(=O)N1CCc2cc(S(=O)(=O)N3CCc4ccccc4C3)ccc21,-1,i,-6,-8,-8,2,0.9,2,0.0,3
COc1ccc(NC(=O)C2(C)CCN2C(=O)C(C)C)cc1F (centres undefined),-1,i,-1,·,-4,12,-0.2,-3,-0.2,3
Cc1cccc(C(=O)n2c(=S)nc3cc(C)ccn32)c1,-1,i,-1,31,5,-6,-1.6,9,-0.2,10
CCCC(=O)n1nc(-c2ccc(C)cc2)nc1NCc1ccco1,0,i,1,-7,2,1,1.6,4,-0.6,2
COC(=O)c1cnc(SCc2ccc(C)cc2)n1C,13,i,1,-1,2,14,0.3,-3,0.2,-6
CCc1nc(SCC(=O)c2cc(C)ccc2C)n[nH]1,1,i,-1,1,-2,-1,0.0,-2,-1.7,8
COc1ccccc1N1CCN(CC(O)COc2cccc3ccccc23)CC1 (centres undefined),-10&-1,i,0&-6,4&-9,-14&2,-3&-1,0.2&-1.6,-6&-4,-1.3&-1.1,-9&23
C=CCNCCOc1ccc(C)cc1[N+](=O)[O-],0,i,-2,-4,-6,4,-1.6,-1,-1.8,3
CCn1cc([N+](=O)[O-])c(C(=O)N2N=C(c3ccc(Cl)c(Cl)c3)CC2c2ccccc2O)n1 (centres undefined),13,i,-14,-14,0,4,3.5,-3,1.2,13
CCOC(=O)C1(CCCc2ccccc2)CCN(C(=O)CCn2cncn2)CC1,-3,i,1,-4,-2,0,-0.2,0,0.2,3
COc1ccc(CCC(=O)N(c2nnc(-c3cccnc3)s2)C(C)C)cc1,3,i,1,1,-1,9,-0.5,-3,-0.2,0
OC(CNCc1ccccc1)COc1ccccc1 (centres undefined),0,i,4,-3,-2,-8,-0.4,-3,-0.4,-1
COCc1ccc([C@@H]2C[C@H]3CN(Cc4cccnc4)C(=O)[C@]34CCCN24)o1,-2,i,-4,-3,2,-13,0.1,1,-0.4,7
COc1ccc(C(=O)N[C@H](C(=O)Nc2ccc(S(=O)(=O)N3CCOCC3)cc2)C(C)C)cc1,-5,i,-1,-2,-4,9,-0.2,0,0.2,-14
CCc1ccccc1Oc1coc2cc(O)ccc2c1=O,-1,·,-4,-1,4,10,0.1,-1,-0.1,-8

# At a glance, some entries already given:
SMILES,NadD block,Neddyl block,DNMT1 inh,Scp1 inh,SUMO1 PPI mod,NRP1-CendR mod,LMPTP inh,STEP inh,Tb MetRS inh,SKN-1 inh
CN(c1ccc(F)cc1)S(=O)(=O)c1ccc2[nH]cc(C(=O)O)c(=O)c2c1,-1,i,22,21,7,-1,5.9,4,-0.3,-3
Cc1[nH]c(=O)[nH]c(=O)c1CSc1nnc([C@H](CC(C)C)NC(=O)OC(C)(C)C)o1,2,i,1,4,-2,-14,-0.6,-8,-0.2,13
N#Cc1nc(COc2ccccc2F)oc1NCCCn1ccnc1,2,i,-2,-5,0,-5,-0.7,1,-0.3,-14

# Assay outcomes (PubChem BioAssay)
